mHTT-CaM PPI inh – inhibitors of human mutant huntingtin-calmodulin interaction | P42858 | AlphaScreen His-mHTT/GST-CaM binding, luminescence | inhibition, % at 15 µM | actives 3.6% (n = 190,000) | AID 1671202;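 also: 0% = both proteins with DMSO and 100% = one protein alone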
Target sequence (P42858 whole entry, looked up, stated change not applied): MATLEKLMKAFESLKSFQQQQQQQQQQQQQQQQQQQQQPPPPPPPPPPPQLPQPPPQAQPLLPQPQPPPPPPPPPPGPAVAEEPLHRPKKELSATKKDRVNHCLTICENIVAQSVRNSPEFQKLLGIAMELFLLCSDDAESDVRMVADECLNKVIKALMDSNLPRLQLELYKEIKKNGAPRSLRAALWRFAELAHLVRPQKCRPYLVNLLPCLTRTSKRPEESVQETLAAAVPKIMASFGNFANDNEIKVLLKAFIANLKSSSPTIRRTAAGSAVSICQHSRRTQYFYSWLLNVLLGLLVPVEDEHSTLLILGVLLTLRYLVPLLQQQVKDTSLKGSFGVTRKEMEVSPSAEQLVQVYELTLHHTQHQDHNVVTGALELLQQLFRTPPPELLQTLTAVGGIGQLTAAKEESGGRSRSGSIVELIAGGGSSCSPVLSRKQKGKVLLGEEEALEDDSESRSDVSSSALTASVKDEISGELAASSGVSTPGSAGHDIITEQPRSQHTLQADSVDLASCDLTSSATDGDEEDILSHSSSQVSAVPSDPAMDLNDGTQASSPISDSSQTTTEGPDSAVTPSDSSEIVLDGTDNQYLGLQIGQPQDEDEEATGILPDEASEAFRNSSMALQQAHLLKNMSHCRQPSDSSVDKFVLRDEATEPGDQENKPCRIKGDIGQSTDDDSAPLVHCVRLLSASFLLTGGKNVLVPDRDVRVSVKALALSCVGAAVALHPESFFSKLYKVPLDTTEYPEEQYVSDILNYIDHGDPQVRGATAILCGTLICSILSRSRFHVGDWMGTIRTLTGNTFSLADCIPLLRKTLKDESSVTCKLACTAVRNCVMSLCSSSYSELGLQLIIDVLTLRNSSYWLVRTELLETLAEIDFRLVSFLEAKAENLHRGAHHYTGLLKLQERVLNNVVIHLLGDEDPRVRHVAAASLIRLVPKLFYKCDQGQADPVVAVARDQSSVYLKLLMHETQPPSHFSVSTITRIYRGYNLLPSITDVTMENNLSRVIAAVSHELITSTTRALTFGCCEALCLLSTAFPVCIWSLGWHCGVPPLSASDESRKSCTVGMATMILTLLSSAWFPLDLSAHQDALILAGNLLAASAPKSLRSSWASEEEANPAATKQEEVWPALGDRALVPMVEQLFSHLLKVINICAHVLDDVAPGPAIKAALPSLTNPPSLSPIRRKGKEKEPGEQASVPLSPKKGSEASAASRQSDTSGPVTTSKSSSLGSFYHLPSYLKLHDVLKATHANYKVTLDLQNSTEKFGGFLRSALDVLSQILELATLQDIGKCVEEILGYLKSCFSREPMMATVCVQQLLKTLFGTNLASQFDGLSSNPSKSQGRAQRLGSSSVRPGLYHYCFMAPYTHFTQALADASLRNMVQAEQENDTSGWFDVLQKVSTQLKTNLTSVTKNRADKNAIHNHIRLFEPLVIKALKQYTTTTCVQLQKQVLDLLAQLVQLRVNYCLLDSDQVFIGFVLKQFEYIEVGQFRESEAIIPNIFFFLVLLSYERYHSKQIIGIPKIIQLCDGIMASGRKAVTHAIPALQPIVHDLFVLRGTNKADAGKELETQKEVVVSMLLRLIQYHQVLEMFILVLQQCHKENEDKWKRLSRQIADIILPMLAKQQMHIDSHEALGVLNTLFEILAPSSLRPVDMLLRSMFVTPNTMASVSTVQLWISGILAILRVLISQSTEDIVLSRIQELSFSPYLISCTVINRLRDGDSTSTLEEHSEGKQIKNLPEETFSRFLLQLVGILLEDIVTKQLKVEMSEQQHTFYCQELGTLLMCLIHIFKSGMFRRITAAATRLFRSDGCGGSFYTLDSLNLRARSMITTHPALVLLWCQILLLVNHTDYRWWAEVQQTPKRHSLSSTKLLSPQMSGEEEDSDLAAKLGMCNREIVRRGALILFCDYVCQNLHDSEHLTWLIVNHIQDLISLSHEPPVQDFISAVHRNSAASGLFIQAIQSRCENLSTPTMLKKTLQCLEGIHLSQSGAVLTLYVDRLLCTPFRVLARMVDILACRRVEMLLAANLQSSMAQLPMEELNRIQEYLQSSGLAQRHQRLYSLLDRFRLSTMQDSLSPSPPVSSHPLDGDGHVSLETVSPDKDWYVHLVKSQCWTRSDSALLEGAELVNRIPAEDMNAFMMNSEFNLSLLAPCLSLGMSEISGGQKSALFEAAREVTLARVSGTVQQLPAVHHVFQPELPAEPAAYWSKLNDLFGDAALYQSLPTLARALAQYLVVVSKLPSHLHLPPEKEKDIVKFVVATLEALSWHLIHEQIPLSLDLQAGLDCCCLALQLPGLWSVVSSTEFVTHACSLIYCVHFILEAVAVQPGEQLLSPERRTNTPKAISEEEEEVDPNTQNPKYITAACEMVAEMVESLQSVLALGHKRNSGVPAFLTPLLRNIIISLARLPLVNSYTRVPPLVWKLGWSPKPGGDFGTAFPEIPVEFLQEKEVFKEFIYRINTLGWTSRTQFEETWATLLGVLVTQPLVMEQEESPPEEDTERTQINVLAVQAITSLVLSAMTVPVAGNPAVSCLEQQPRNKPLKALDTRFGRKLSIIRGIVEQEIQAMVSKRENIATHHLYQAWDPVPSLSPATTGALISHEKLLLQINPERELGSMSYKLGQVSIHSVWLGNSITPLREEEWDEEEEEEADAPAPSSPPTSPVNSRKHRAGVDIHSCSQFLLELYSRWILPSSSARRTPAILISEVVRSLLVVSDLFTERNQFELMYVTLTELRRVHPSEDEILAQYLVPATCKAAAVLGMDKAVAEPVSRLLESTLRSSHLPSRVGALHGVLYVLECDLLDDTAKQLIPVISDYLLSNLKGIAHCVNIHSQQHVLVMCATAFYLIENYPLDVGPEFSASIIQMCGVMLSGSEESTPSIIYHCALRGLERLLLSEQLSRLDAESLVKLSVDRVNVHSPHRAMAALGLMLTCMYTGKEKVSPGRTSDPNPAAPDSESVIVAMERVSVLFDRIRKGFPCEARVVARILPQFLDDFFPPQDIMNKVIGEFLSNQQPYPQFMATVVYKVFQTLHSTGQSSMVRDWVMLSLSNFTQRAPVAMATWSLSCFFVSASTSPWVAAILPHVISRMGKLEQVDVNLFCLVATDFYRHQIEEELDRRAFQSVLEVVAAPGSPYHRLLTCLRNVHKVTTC
Pf apPOL inh – Pf-apPOL DNA polymerase inhibition; Recombinant Pf-apPOL, molecular beacon fluorescence, 1.5 h; actives 0.25% (n = 210,000); inhibition, % at 10 µM; AID 1794808
An asterisk follows results filed as active; . = no result given; & = joins results of further samples. Rule as the data show it: active = inhibition above about 50%; inactive = the rest. Random draw from the library; any-hit rate near 3.5%.

1) CCCCCCCCCCCCN1[C@@H](CC(C)=O)c2ccccc2S1(=O)=O
2) O=C(c1cnccn1)N1CCC(OCc2nc(C3CC3)no2)CC1
3) O=C(O)CCCC(=O)Nc1ccc([N+](=O)[O-])cc1
4) COc1ccc(C2SCCN2S(=O)(=O)c2ccc(Br)cc2)cc1 (stereo not drawn)
5) COc1ccc(-n2nc3c(c2NC(=O)c2ccc(Br)cc2)CSC3)cc1
6) CC(=O)Nc1ccc(S(=O)(=O)Nc2cccc(C(=O)Nc3ccccc3C(=O)O)c2)cc1
7) CCOc1ccc(OCC)c(S(=O)(=O)NCc2cccnc2)c1
8) O=C(Cc1csc(NC(=O)c2ccc[nH]c2=O)n1)NCc1cccs1
Screen / compound no.	1	2	3	4	5	6	7	8
mHTT-CaM PPI inh	-44	-6	-4	-35	30	18	2	64*
Pf apPOL inh	-9	-4	-2	3	5	-6	10	-5

9) CSc1ccc(N2CC(c3nnc(NC(=O)c4cccc(C)c4)o3)CC2=O)cc1 (stereo not drawn)
10) O=C(NC1(O)C(=O)c2ccccc2C1=O)c1ccc(-c2csnn2)cc1
11) O=C(CCCN1C(=O)c2ccccc2C1=O)Nc1cccc(I)c1
12) Fc1ccc(-c2csc(Cc3nc(-c4ccc(F)cc4)no3)n2)cc1
13) CC1(C)OC2OC(C(=O)NCc3nc4ccccc4n3Cc3ccccc3)C3OC(C)(C)OC3C2O1 (stereo not drawn)
14) CC1(C)c2ccccc2N2CC(=O)NC21/C=C/c1cccc(Br)c1 (stereo not drawn)
15) O=S(=O)(c1cccnc1)N1CCc2[nH]nc(-c3ccccc3)c2C1
16) O=C(NC1(c2nc(-c3cccnc3)no2)CCCCC1)c1ccoc1
Screen / compound no.	9	10	11	12	13	14	15	16
mHTT-CaM PPI inh	3	.	-7	-89	0	100*	-4	5
Pf apPOL inh	-4	-8	-8	-7	-11	-2	-2	-3

A second format for part of the listing above.
| nr | Molecule | mHTT-CaM PPI inh | Pf apPOL inh |
| --- | --- | --- | --- |
| 11 | O=C(CCCN1C(=O)c2ccccc2C1=O)Nc1cccc(I)c1 | -7 | -8 |
| 12 | Fc1ccc(-c2csc(Cc3nc(-c4ccc(F)cc4)no3)n2)cc1 | -89 | -7 |

(continued)
17) CCCCCCNC(=O)c1ccc(Br)o1
18) CCCn1cnc2c1c(=O)n(C(C)C)c(=O)n2-c1cccc(F)c1
19) CN(C)c1ccc(NC(=O)c2ccncc2)cc1
20) Cc1ccc(C)c2sc(N(Cc3ccccn3)C(=O)Cc3ccccc3)nc12
21) Cc1cccc(C2CCCN2C(=O)NC2CCCC2)c1 (stereo not drawn)
22) O=C(c1ccc([N+](=O)[O-])cc1)N1CCN=C1SCc1ccccc1
23) Cc1cc(C)n(C(=C(/C(Cl)=C(\Cl)Br)[N+](=O)[O-])n2nc(C)cc2C)n1
24) CC(C)(C)C(=O)Nc1nnc(COc2ccc(Br)cc2Br)s1
Screen / compound no.	17	18	19	20	21	22	23	24
mHTT-CaM PPI inh	-6	0	70*	-19	-4	17	37	3
Pf apPOL inh	-4	0	1	2	-1	-3	-9	-6

25) O=C1CC(NC(=O)C2(c3ccc(Cl)cc3)CCCC2)CN1 (stereo not drawn)
26) O=S(=O)(c1ccsc1)c1ccsc1
27) COc1ccccc1C(=O)N1CCC(c2nc(C(=O)N3CCCCC3)c(C)o2)CC1
28) Cc1nn2c(=O)/c(=C/c3ccc(-c4ccc(F)cc4)o3)sc2nc1=O
29) O=C(Cc1ccc(F)cc1F)Nc1ccc(F)cc1
30) Cc1ccc2nc3c(cc(C(=O)NC4CCCC4)c(=N)n3Cc3ccco3)c(=O)n2c1
31) Cn1c(O)c(N=NC2=NS(=O)(=O)c3ccccc32)c2ccccc21
32) O=C1CCN(CCc2ccccc2)CCN1[C@H](CSc1ccc(Br)cc1)c1ccccc1
Screen / compound no.	25	26	27	28	29	30	31	32
mHTT-CaM PPI inh	-11	-4	6	-2	-4&-10	-2	-3	21&26
Pf apPOL inh	-5	.	4	-12	4&-10	6	.	-4&-6

33) CCc1ccc(OCc2nnc(N)s2)cc1
34) COc1ccc(OC)c(CNC(=O)c2ccc(N3CCNC(c4ccccc4)C3)nc2)c1 (stereo not drawn)
35) Cc1nnc(N2C(=O)C(O)=C(C(=O)c3ccco3)C2c2ccc(Cl)cc2)s1 (stereo not drawn)
36) Cc1ccccc1CNC(=O)c1ccc2c(c1)CC(=O)N2C
37) CC(C)N1CCc2[nH]c3ccc(NC(=O)c4cccc(F)c4)cc3c2C1
38) O=C(Nc1ccccc1)Nc1cccc(Cl)c1
39) Cc1ccc(-c2[nH]c3ccccc3c2C)cc1[N+](=O)[O-]
40) COc1ccc(-c2ncc3c(n2)CCN(C(=O)NC(C)(C)C)C3)cc1
Screen / compound no.	33	34	35	36	37	38	39	40
mHTT-CaM PPI inh	3	39	78*	19	15	-18	64*	1
Pf apPOL inh	0	4	-2	4	14	-5	0	0

3 compounds out of the list, ordered by formula weight, rising.
38) O=C(Nc1ccccc1)Nc1cccc(Cl)c1
39) Cc1ccc(-c2[nH]c3ccccc3c2C)cc1[N+](=O)[O-]
34) COc1ccc(OC)c(CNC(=O)c2ccc(N3CCNC(c4ccccc4)C3)nc2)c1 (stereo not drawn)
Screen / compound no.	38	39	34
mHTT-CaM PPI inh	-18	64*	39
Pf apPOL inh	-5	0	4

(cont.)
41) CC(C)CCCC(C)C1CCC2C3=CC=C4CC(OC(=O)c5ccccc5)CCC4(C)C3CCC21C (stereo not drawn)
42) COC(=O)c1cc(=O)n2cccnc2n1
43) COc1ccccc1N1CCN(C/C(C)=C/c2ccccc2)CC1
44) O=C(NC1CCCCCC1)C1CCN(c2cncnc2N2CCOCC2)CC1
45) COc1ccc(Cl)cc1NC(=O)N1CCCC(C)(C(=O)NCc2ccccc2C)C1 (stereo not drawn)
46) CCC(C)NC(=O)c1c[nH]c2ccc(S(=O)(=O)N(C)c3ccc(Cl)cc3)cc2c1=O (stereo not drawn)
47) COc1cc(/C=C(\C#N)c2ccc([N+](=O)[O-])cc2)ccc1O
48) Cc1ncc(CO)c2cc(C(=O)Nc3ccc(F)cc3Cl)c(=N)oc12
Screen / compound no.	41	42	43	44	45	46	47	48
mHTT-CaM PPI inh	.	-2	-3	4	33	22	38	-5
Pf apPOL inh	-10	.	-6	-2	-6	-10	-2	-2

49) CCOc1ccc(C=C2Oc3cc(OCC(C)=O)ccc3C2=O)cc1
50) O=C(CC1CCCCC1)Nc1cccnc1
51) CCOc1ccc(C(=O)Nc2ccc([N+](=O)[O-])c(NC(=O)c3ccc(OCC)cc3)c2)cc1
52) Cc1cc(N2C(=O)c3ccc([N+](=O)[O-])cc3C2=O)no1
53) Cc1ccc(N2CCN(C(=O)c3cccc([N+](=O)[O-])c3C)CC2)cc1Cl
54) CC(C)Cn1c(=O)c(C(=O)NC2CCCC2)nc2cccnc21
55) O=C(Nc1ccc(F)cc1)C1CCCN(c2ncnc3c2nc2n3CCCCC2)C1 (stereo not drawn)
56) O=C(O)CCC(=O)N1N=C(c2ccc([N+](=O)[O-])cc2)CC1c1ccc(Br)cc1 (stereo not drawn)
Screen / compound no.	49	50	51	52	53	54	55	56
mHTT-CaM PPI inh	11	-2	3	2	0	-3	5	21
Pf apPOL inh	16	-9	0	2	1	-2	1	0

57) CC(=O)N1c2c(cc(Br)cc2S(=O)(=O)Nc2cccnc2)CC1C (stereo not drawn)
58) COc1cc(C)c(C2C(C#N)=C(N)OC3=C2C(=O)CC(C)(C)C3)cc1C (stereo not drawn)
59) CCCN(CCO)Cc1cc(OC)c(OC)cc1Br
60) Cc1ccc2nc(SCc3ccccc3)c(C=O)c(=O)n2c1
61) CC(C)CS(=O)(=O)c1cccs1
62) COc1ccc(S(=O)(=O)NC2CC(=O)N(c3ccc4c(c3)OCCO4)C2)cc1C (stereo not drawn)
63) COc1cccc2c1OC1(CCCCC1)N1N=C(c3ccco3)CC21 (stereo not drawn)
64) CC(C)CC(=O)N1CCN(c2ccccc2Cl)C(=O)C1C (stereo not drawn)
Screen / compound no.	57	58	59	60	61	62	63	64
mHTT-CaM PPI inh	-4	7	-2	-2	-11	1	32	-10
Pf apPOL inh	-6	-3	1	1	-2	4	-18	-3

One compound at a time, as listed above.
O=C(c1cnccn1)N1CCC(OCc2nc(C3CC3)no2)CC1 is listed with mHTT-CaM PPI inh = -6; Pf apPOL inh = -4
Cc1nnc(N2C(=O)C(O)=C(C(=O)c3ccco3)C2c2ccc(Cl)cc2)s1 (stereo not drawn) is listed with mHTT-CaM PPI inh = 78*; Pf apPOL inh = -2
Cc1cc(C)n(C(=C(/C(Cl)=C(\Cl)Br)[N+](=O)[O-])n2nc(C)cc2C)n1 is listed with mHTT-CaM PPI inh = 37; Pf apPOL inh = -9

(continued)
65) COc1ccc(CC(=O)N2CCc3ccccc3C2)cc1
66) COc1cccc(C(=O)Nc2cccc(NC(=O)c3cccs3)c2)c1
67) Cc1sc(-c2cccnc2)nc1-c1c[nH]c2ccccc12
68) COc1ccc(CCC(=O)N2CCC3(C2)C(=O)Nc2ccccc23)cc1 (stereo not drawn)
69) Cc1ccc2c(c1C)-n1cccc1C1(CCN(C(=O)Cc3ccc(Cl)cc3)CC1)N2
70) CCCNC(=O)NNC1=NCCc2ccccc21
71) COc1cccc2cc(C(=O)Nc3nccs3)c(=Nc3ccc(Br)cc3)oc12
72) c1cnc2c(OCc3nc4ccccc4[nH]3)cccc2c1
Screen / compound no.	65	66	67	68	69	70	71	72
mHTT-CaM PPI inh	4	5	4	-7	34	.	-2	-4
Pf apPOL inh	-5	-2	-3	-4	-7	-7	-6	.

73) COc1ccccc1N1CCN(S(=O)(=O)c2ccc(Br)cc2C)CC1
74) COc1ccccc1NC(=S)NC(c1ccccc1)c1ccccc1
75) COc1ccc([N+](=O)[O-])cc1NC(=O)COc1ccc(Br)cc1C
76) Cc1ccc(C)c(NC(=O)CSc2nc3c(c(=O)n2C)SC(C)C3)c1 (stereo not drawn)
77) CCCCN1C(=O)c2ccccc2C1C(=O)NC1CCCC1 (stereo not drawn)
78) Cc1ccccc1CNC(=O)C1(C)CCCN(S(=O)(=O)c2ccccc2C)C1 (stereo not drawn)
79) Cc1ccc(C(=O)ON=C2C=CC(=NOC(=O)c3ccccc3Br)C=C2)cc1
80) Cc1cccc(/C=C2\N=C(c3ccccc3F)OC2=O)c1
Screen / compound no.	73	74	75	76	77	78	79	80
mHTT-CaM PPI inh	-12	.	-2	2	-20	-9	4	20
Pf apPOL inh	-10	2	-12	-8	-9	-2	-1	2

81) COc1ccc(C=CC#N)c(Cl)c1OC
82) COc1ccc(N2CCN(C(=O)c3cccc(Cl)c3)C(C)C2=O)cc1OC (stereo not drawn)
83) Cc1noc(C)c1S(=O)(=O)N1CCC(C(C)C(=O)NC2CCCCC2)CC1 (stereo not drawn)
84) COc1cccc(-c2cc3c(N4CCC(C(=O)NCc5ccccn5)CC4)nccn3n2)c1
85) Cc1ccc(N2CCN(C(=O)CCc3ccccc3)C(C)C2=O)cc1Cl (stereo not drawn)
86) O=C1OC(c2ccc(Br)cc2)=N/C1=C\N1CCCCC1
87) Cc1ccc(NC(=O)C2CCCN(c3nccc4sccc34)C2)cc1 (stereo not drawn)
88) Cn1c2c(c(=O)n(C)c1=O)C(NC(=O)C1CCCCC1)(C(F)(F)F)C(=O)N2 (stereo not drawn)
Screen / compound no.	81	82	83	84	85	86	87	88
mHTT-CaM PPI inh	.	0	-6	5	6	5	0	-3
Pf apPOL inh	-12	-3	2	-4	-4	0	-5	-4

89) CC1(C)CC(=O)C2=C(C1)Nc1nc(-c3ccccc3)nn1C2c1ccc(Br)cc1 (stereo not drawn)
90) CCC(=O)NCc1csc(C2CCN(C(=O)c3ccc(OC)cc3)CC2)n1
91) CCOc1ccc(CC(=O)N2CC3CC(NC(=O)c4cccs4)C2C3)cc1 (stereo not drawn)
92) Cc1nc2nc(SCC(=O)NCCCN3CCCCC3)nn2c(C)c1Cc1ccccc1
93) COc1cc(C(O)c2nc3ccccc3n2C(C)C)cc(OC)c1OC (stereo not drawn)
94) O=C(C1CC1)N1CCc2ccc(NS(=O)(=O)C3CCCCC3)cc21
95) N#CC(C(=O)c1cccc(C(F)(F)F)c1)=C1SCCCCS1
96) Cc1ccc(C2CC(=O)NC(SCc3ccccc3)=C2C#N)o1 (stereo not drawn)
97) C=C1c2ccccc2O[C@H](C(=O)OCC)[C@@H]1CCC(C)C (tested in a mixture with another compound)
Screen / compound no.	89	90	91	92	93	94	95	96	97
mHTT-CaM PPI inh	35	-5	0	4	0	-4	.	-2	-21
Pf apPOL inh	-3	-2	-5	-14	-1	-7	1	3	-4

High-throughput results (PubChem)
